Assay outcomes (PubChem BioAssay)
GAA glycogen mod: qHTS Assay for Inhibitors and Activators of Human alpha-Glucosidase Cleavage of Glycogen; Lysosomal alpha-glucosidase (Homo sapiens), P10253; Potency, µM (series often up to 76.4 µM), for inactives: at the top dose activity change, negative = inhibition, usual class: inhibitors; recombinant GAA, glycogen substrate, Amplex Red glucose oxidase fluorescence; 300,000 tested, 0.38% active;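 note: 0% = full enzyme reaction and -100% = no-enzyme basal signal; the screen sought inhibitors and activators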
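Recombinant human alpha-glucosidase (4 nM final) hydrolysed bovine liver glycogen (30 ug) for 40 min at 37 C in pH 5.0 citrate/phosphate with 0.01% Tween-20. Released glucose detected by glucose oxidase/Amplex Red, Ex 573/Em 610 nm. Compounds up to 77 uM; AC50 from Hill fits.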
Tau fluor counter: Counterscreen qHTS for Inhibitors of Tau Fibril Formation, Fluorescence Polarization | tau K18 P301L Alexa594 fluorescence, heparin fibrillization | AID 1463, 2008 | 280,000 tested, 0.93% active | Potency, µM (titrated, usually from 57.7 µM), without a hit: at the top dose activity change, negative = decrease; note: % is set by controls: 0 for no effect and ±100 for the full control effect; nearly all actives have a fitted effect of over 55% in size
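Human K18 P301L tau (15 uM unlabeled plus 0.24 uM Alexa 594-labeled, final) in 100 mM sodium acetate pH 7 was mixed with compound and 20 uM heparin and incubated 6 hr at 37 C.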
GAA spleen mod: qHTS Assay for Inhibitors and Activators of Human alpha-Glucosidase From Spleen Homogenate; Potency, µM (titrated, usually from 79.9 µM), for inactives: at the highest dose activity change, negative = inhibition, usual class: inhibitors; Lysosomal alpha-glucosidase (Homo sapiens), P10253; human spleen homogenate, 4-MU-alpha-glucoside fluorescence; 240,000 tested, 0.006% active;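 note: 0% = enzyme with vehicle and -100% = no enzyme basal signal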
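Human spleen homogenate (1 ug) incubated with compounds and 1 mM 4-methylumbelliferyl-alpha-D-glucopyranoside in pH 5.0 citrate/phosphate buffer, 37 C, 40 min. Stopped at pH 10; 4-MU fluorescence (Ex 365/Em 440 nm); AC50 by Hill fit.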
HTT cytoprotect: qHTS Multiplex Assay to Identify Dual Action Probes in a Cell Model of Huntington: Cytoprotection (ATP) | PC12 HTT-Q103 induced, cytoprotection, ATP luminescence, 40 h | Potency, µM (top dose mostly 56.4 µM), inactives show cytoprotection (ATP increase), hits mostly activators | 230,000 tested, 0.14% active | AID 1471, 2008;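 note: % of control where 0% means no effect; nearly all actives have a fitted effect of over 45% in size; toxic huntingtin expression switched on by the ecdysone agonist tebufenozide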
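Readout: ATPlite luminescence (ATP level). Model: stable PC12, inducible Htt exon1 Q103-GFP. Inducer: tebufenozide, 100 nM final. Compounds: dose series. No G418 in medium.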
GLA spleen mod: qHTS Assay for Inhibitors and Activators of Human alpha-Galactosidase From Spleen Homogenate | human spleen homogenate, 4MU-alpha-Gal fluorescence, 40 min | Potency, µM (highest dose often 80 µM), for the others: top-dose activity change, negative = inhibition, hits mostly inhibitors | AID 2107, 2009 | 240,000 tested, 0.008% active;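 note: 0% = enzyme with vehicle and -100% = no enzyme basal signal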
Target sequence (P06280 32-429 limits assumed): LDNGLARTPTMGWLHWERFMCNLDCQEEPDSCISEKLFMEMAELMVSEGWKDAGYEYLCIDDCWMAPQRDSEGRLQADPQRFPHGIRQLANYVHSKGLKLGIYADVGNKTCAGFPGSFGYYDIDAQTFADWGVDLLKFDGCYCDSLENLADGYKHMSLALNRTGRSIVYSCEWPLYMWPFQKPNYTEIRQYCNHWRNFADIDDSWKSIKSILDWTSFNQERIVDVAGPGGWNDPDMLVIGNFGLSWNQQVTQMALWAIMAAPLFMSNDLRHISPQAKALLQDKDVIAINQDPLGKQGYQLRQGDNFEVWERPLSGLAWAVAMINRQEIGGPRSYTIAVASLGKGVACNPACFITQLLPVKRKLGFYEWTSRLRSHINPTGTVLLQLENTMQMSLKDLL
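Fluorogenic readout (Ex 365/Em 440 nm) of 4-methylumbelliferone released from 1 mM 4-MU-alpha-galactoside by spleen homogenate, 40 min at 37C, pH 5.0. Data normalized to no-enzyme and enzyme controls; Hill-equation AC50 from compound titrations.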
Tau fibril ThT: qHTS for Inhibitors of Tau Fibril Formation, Thioflavin T Binding; Microtubule-associated protein tau (Homo sapiens), P10636; recombinant tau K18 P301L (four-repeat tau fragment), heparin-induced fibrillization, ThT fluorescence; Potency, µM (titrated, usually from 57.4 µM), without a hit: at the highest dose activity, negative = inhibition, most hits filed as inhibitors; 270,000 tested, 2.1% active; AID 1460, 2008; note: % is set by controls: 0 for no effect and ±100 for the full control effect; nearly all actives have a fitted effect of over 55% in size
Target sequence (P10636 561-689 P618L limits assumed): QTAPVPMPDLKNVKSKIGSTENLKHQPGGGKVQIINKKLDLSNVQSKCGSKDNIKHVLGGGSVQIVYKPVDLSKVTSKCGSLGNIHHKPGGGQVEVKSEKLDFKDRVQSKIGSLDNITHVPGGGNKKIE
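Heparin-induced (20 uM) aggregation of recombinant human K18 P301L tau, 15 uM unlabeled with 0.24 uM labeled, pH 7 acetate buffer, 6 hr at 37 C with compound. Fibrils quantified by 30 uM ThT fluorescence after 1 hr ambient incubation.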
GAA inhib: qHTS Assay for Inhibitors of Human alpha-Glucosidase as a Potential Chaperone Treatment of Pompe Disease. Lysosomal alpha-glucosidase (Homo sapiens), P10253. 200,000 tested, 0.005% active. Potency, µM (highest dose often 76.9 µM), without a hit: top-dose activity change, negative = inhibition, usual class: inhibitors. purified human GAA, 4-MU-alpha-glucoside fluorescence;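 note: plate controls were uninhibited enzyme wells for no effect and no-enzyme background for full effect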
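Enzyme (4 nM final) mixed with compound (up to 77 uM), then 4-MU-alpha-D-pyranoside (400 uM final) added; 20 min at room temperature, pH 5.0. Reaction stopped at pH 10, fluorescence read, AC50 derived by Hill fit.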
Tau fibril FP: qHTS for Inhibitors of Tau Fibril Formation, Fluorescence Polarization; Microtubule-associated protein tau (Homo sapiens), P10636; K18 P301L tau heparin fibrillization, Alexa594 FP, 6 h; Potency, µM (top dose mostly 57.7 µM), inactives show at the top dose activity, negative = inhibition, most hits filed as inhibitors; 280,000 tested, 0.39% active; AID 1468, 2008; note: % is set by controls: 0 for no effect and ±100 for the full control effect; nearly all actives have a fitted effect of over 55% in size
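Recombinant K18 P301L […], labeled with Alexa 594 at 0.24 uM over 15 uM unlabeled; heparin inducer 20 uM final; 37 C, 6 hr; FP endpoint.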
* marks the source's active call; other numbers are inactive results; ? = inconclusive; . = not tested or not shown; & = joins results of further samples; [ ] = remark or other dose. Calls come from the whole dose curve; as a rule, active = well fitted curve in the direction sought with a large enough effect; inconclusive = small, poorly fitted or top-dose-only effect, or another doubt; inactive = no such curve, though single readings can be large; an effect the other way counts as inactive or inconclusive. Potency is the fitted concentration of half-maximal effect.

Value order: Tau fibril FP	Tau fibril ThT	GAA spleen mod	GAA glycogen mod	GAA inhib	GLA spleen mod	Tau fluor counter	HTT cytoprotect
1	O=C(Nc1ccc(Cl)cc1)NN1CC(=O)N(c2cccc(C(F)(F)F)c2)CC1=O
 : -13%	.	1%	2%	.	-1%	0%	8%[10 µM]
2	O=C(CSc1nc(-c2ccccc2)cc(C(F)(F)F)n1)N1CCOCC1
 : -6%	-8%	-1%	6%	-2%	-1%	3%	7%
3	CC(NC(=O)c1ccccc1)c1nc2ccccc2n1Cc1ccccc1F (stereo not drawn)
 : 1%	?	-7%	5%	-8%	2%	-13%	-15%
4	O=C(CNC(=O)c1ccc2c(c1)OCO2)N/N=C/c1cccc([N+](=O)[O-])c1
 : 4%	-5%	-15%	-16%	?	-20%	-4%	-35%
5	CCOc1ccc(NC(=O)CNC(=O)c2cn(-c3ccccc3OC)c(=O)c3ccccc23)cc1
 : 0%	-7%	-6%	-4%	-11%	-2%	-14%	1%
6	O=C(NC1CCN(Cc2ccccc2)CC1)c1ccc2c(c1)OCCCO2
 : 4%	-3%	1%	7%	.	2%	2%	10%[10 µM]
7	Cc1cccc(-n2ncc3c(NCCc4ccc(S(N)(=O)=O)cc4)ncnc32)c1
 : -10%	-11%	14%	?	-6%	5%	?	2%
8	Cn1nc(C(=O)N2CCN(c3ccccc3)CC2)c2c1-c1ccccc1S(=O)(=O)C2
 : 1%	0%	.	6%[76.3 µM]	.	.	3%	.
9	O=C1CC(c2cccc(F)c2)C2=C(CCCC2=O)N1 (stereo not drawn)
 : -9%	-11%	0%	-4%	-10%	4%	-5%	2%
10	COc1cc(O)c(C(CC(=O)N2CCCCC2)c2ccc(N(C)C)cc2)c(OC)c1 (stereo not drawn)
 : 6%	4%	-9%&-21%	21%	.	15%&-4%	4%	7%[10 µM]
11	Cc1cc(C)n(-c2ccc(C(=O)NC(C)C)cc2)n1
 : ?	-7%	-4%	9%	4%	9%	-7%	-14%[0.074 µM]
12	Cc1[nH]c2ccccc2c1/C=N/NC(=O)c1cccc(S(=O)(=O)Nc2cccc(C(F)(F)F)c2)c1
 : ?	?	1%	-11%	-9%	8%	8.9µM*[quencher]	10%[10 µM]
13	O=C(NCC(=O)N(c1ccccc1)C(C(=O)NC1CCCCC1)c1cccnc1)c1cccs1 (stereo not drawn)
 : -2%	-3%	6%	15%	?	-3%	-2%	.
14	Cc1cccc(NC(=S)NC23CN4CN(CN(C4)C2)C3)c1
 : 12%	-2%	1%	4%	5%	-9%	3%	?
15	COc1ccccc1NC(=O)c1coc(=O)c(Br)c1
 : 4%	.	12%	3%	.	18%	-19%	-5%[10 µM]
16	Cc1cc(C)cc(N(CC(=O)NCc2ccco2)S(=O)(=O)c2c(C)noc2C)c1
 : 7%	-5%	-16%	6%	-3%[15.4 µM]	4%	-5%	-7%
17	CC(C)(C)c1ccc(S(=O)(=O)/C=C\C#N)cc1
 : ?	?	-3%	.	.	13%	-16%	-91%[inhibitor]
18	COc1ccccc1C1CCN(C(=O)c2cccc([N+](=O)[O-])c2)CC1
 : 12%	-12%	-11%	-4%	1%[15.4 µM]	6%	-15%	11%[10 µM]
19	O=C(CC1CCCC1)Nc1nnc(C2CC2)s1
 : -3%	-10%	9%	5%	-5%	5%	-10%	-16%[10 µM]
20	O=C(CSc1ncnc2c1cnn2-c1ccccc1Cl)N1CCN(C(=O)c2ccco2)CC1
 : 2%	?	0%	13%	-6%	8%	-12%	30%[10 µM]

A draw from above in order of length of the SMILES, ascending.
Value order: Tau fibril FP	Tau fibril ThT	GAA spleen mod	GAA glycogen mod	GAA inhib	GLA spleen mod	Tau fluor counter	HTT cytoprotect
9	O=C1CC(c2cccc(F)c2)C2=C(CCCC2=O)N1 (stereo not drawn)
 : -9%	-11%	0%	-4%	-10%	4%	-5%	2%
11	Cc1cc(C)n(-c2ccc(C(=O)NC(C)C)cc2)n1
 : ?	-7%	-4%	9%	4%	9%	-7%	-14%[0.074 µM]
14	Cc1cccc(NC(=S)NC23CN4CN(CN(C4)C2)C3)c1
 : 12%	-2%	1%	4%	5%	-9%	3%	?
3	CC(NC(=O)c1ccccc1)c1nc2ccccc2n1Cc1ccccc1F (stereo not drawn)
 : 1%	?	-7%	5%	-8%	2%	-13%	-15%
7	Cc1cccc(-n2ncc3c(NCCc4ccc(S(N)(=O)=O)cc4)ncnc32)c1
 : -10%	-11%	14%	?	-6%	5%	?	2%
1	O=C(Nc1ccc(Cl)cc1)NN1CC(=O)N(c2cccc(C(F)(F)F)c2)CC1=O
 : -13%	.	1%	2%	.	-1%	0%	8%[10 µM]
5	CCOc1ccc(NC(=O)CNC(=O)c2cn(-c3ccccc3OC)c(=O)c3ccccc23)cc1
 : 0%	-7%	-6%	-4%	-11%	-2%	-14%	1%
12	Cc1[nH]c2ccccc2c1/C=N/NC(=O)c1cccc(S(=O)(=O)Nc2cccc(C(F)(F)F)c2)c1
 : ?	?	1%	-11%	-9%	8%	8.9µM*[quencher]	10%[10 µM]

New compounds follow:
Value order: Tau fibril FP	Tau fibril ThT	GAA spleen mod	GAA glycogen mod	GAA inhib	GLA spleen mod	Tau fluor counter	HTT cytoprotect
21	Cc1cc(Cl)ccc1NC(=O)CN(c1ccccc1Br)S(C)(=O)=O
 : -4%	-4%	.	-4%[76.3 µM]	.	.	-18%	.
22	COc1cccc(CNC(=O)C2=Cc3cccc(OC)c3OC2)c1
 : 2%	-9%	-4%	-6%	-3%	-5%	-6%	7%
23	Clc1ccc(-c2nnc3sc(-c4ccccn4)nn23)cc1
 : -3%	-1%	-3%	6%	-8%	-9%	-2%	-24%
24	COc1cc(/C=N/NC(=S)Nc2cccc(Cl)c2C)ccc1OCC(=O)N1CC(C)OC(C)C1 (stereo not drawn)
 : 3%	?	-6%	?	-8%	-1%	?	23%[1.9 µM]
25	CC(/C=C/c1ccccc1)=N\NC(=O)Cn1nc(C)cc1C
 : 3%	-6%	-4%	-2%	-1%	6%	0%	.
26	C=CCOC(=O)C1=C(C)OC(N)=C(C#N)C1c1ccc(OC)c(CSc2ccccn2)c1 (stereo not drawn)
 : -13%	-5%	-3%	2%	-1%	-4%	-21%	4%[1.9 µM]
27	N#C/C(=N\Nc1ccc(S(=O)(=O)N2CCCCC2)cc1)C(N)=S
 : -5%	13µM*	-5%	-10%	-3%	-1%	-13%	?
28	Cc1cc(C(=O)Nc2c(C)nn(Cc3ccccc3)c2C)on1
 : 3%	-12%	-3%	-13%	-2%	0%	-10%	-2%
29	CCC1Oc2ccc(C)cc2N(CC(=O)NCC2COc3ccccc3O2)C1=O (stereo not drawn)
 : -5%	-9%	-2%	3%	-4%	1%	-18%	10%
30	CCN(C(=O)CSc1nnc(-c2cc3occc3n2C)n1-c1ccccc1C)c1cccc(C)c1
 : 2%	-10%	.	-2%[76.3 µM]	.	.	-6%	.
31	Cc1c(Cl)cccc1NC(=S)NCCc1ccccn1
 : -4%	-6%	-15%	-1%	-2%[15.4 µM]	9%	-4%	14%[10 µM]
32	Cc1nc(-n2nc(C)c(CCC(C)C)c2C)sc1C(=O)Nc1cccc(Cl)c1C
 : 16%	-11%	.	12%[76.3 µM]	.	.	15%	.
33	Cn1c(C2CCCCC2)nc2c1c(=O)[nH]c(=O)n2Cc1ccccc1
 : 2%	-7%	9%	9%	4%	1%	-3%	-26%
34	Cc1cc(C)c2cc(C#N)c(NCCOC(=O)c3ccccc3C)nc2c1
 : -7%	-20%	-4%	7%	10%	6%	-27%	-40%
35	CC(=O)c1c(C)oc(C)c1CSCc1ccc(C(=O)O)o1
 : ?	?	-4%	2%	?	2%	-11%	7%[10 µM]
36	CCC(C)(C)NC(=O)C(c1cccnc1)N(CCOC)C(=O)Cn1nnc2ccccc21 (stereo not drawn)
 : 5%	1%	-7%	1%	8%	-17%	-2%	16%
37	O=C(Nc1ccccc1)C1=C[C@@H](C2CCCCC2)C[C@@H](OCCCCO)O1
 : 5%	-12%	-3%	-3%	.	1%	-4%	8%[10 µM]
38	Cc1ccc(Cl)cc1N1CCN(c2cccc[n+]2C)CC1
 : -4%	3%	-18%	4%	-1%	4%	7%	7%[10 µM]
39	CCOc1ccc2nc(NCCCNS(=O)(=O)c3ccc(C)cc3)c(C#N)cc2c1
 : -10%	2%	-5%	-1%	4%	-3%	-14%	37%[10 µM]
40	O=C1CC(c2ccccc2Cl)C2=C(COC2=O)N1 (stereo not drawn)
 : 2%	-5%	1%	8%	-4%	5%	-8%	-8%
41	CCOc1ccc(CCNC(=O)Cn2ncn3c(cc4sc(C)cc43)c2=O)cc1OCC
 : 0%	4%	.	0%[76.3 µM]	.	.	1%	.
42	C#CCNC(=O)C1=C[C@H](C2CCCCC2)C[C@H](OCc2ccc(CO)cc2)O1
 : 0%	?	2%	2%	.	-3%	-10%	2%[10 µM]
43	COc1c([N+](=O)[O-])c(=O)oc2ccccc12
 : 8%	?	-12%	-6%	4%	6%	-16%	27%[10 µM]
